Screening data: PubChem BioAssay, several laboratories
M5 ag: human M5 muscarinic receptor agonists, primary screen, CHO-K1 cells, Fluo-8 calcium fluorescence; Muscarinic acetylcholine receptor M5 (Homo sapiens), P08912; CHO-K1 hM5 cells; 0% DMSO wells, 100% maximal acetylcholine response; activation, % at 3 µM; actives 0.19% (n = 360,000); AID 624037, 2012;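 active = activation above the run's mean over test compounds plus 3 SD, cut at about 23% in these data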;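 note: signal is peak over basal fluorescence ratio across the kinetic read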
CHRM4 PAM: human M4 muscarinic receptor positive allosteric modulators, primary screen, CHO-K1 cells, Fluo-8 calcium fluorescence | CHO-K1 hM4/Gqi5, ACh EC20; 0% = ACh EC20, 100% = maximal ACh | activation, % at 3 µM | actives 0.4% (n = 360,000);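 active = activation above its plate's cutoff, the mean activation of sample wells plus 3 SD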; note: some results filed as inactive read as strong as hits
Target sequence (P08173 whole entry, looked up): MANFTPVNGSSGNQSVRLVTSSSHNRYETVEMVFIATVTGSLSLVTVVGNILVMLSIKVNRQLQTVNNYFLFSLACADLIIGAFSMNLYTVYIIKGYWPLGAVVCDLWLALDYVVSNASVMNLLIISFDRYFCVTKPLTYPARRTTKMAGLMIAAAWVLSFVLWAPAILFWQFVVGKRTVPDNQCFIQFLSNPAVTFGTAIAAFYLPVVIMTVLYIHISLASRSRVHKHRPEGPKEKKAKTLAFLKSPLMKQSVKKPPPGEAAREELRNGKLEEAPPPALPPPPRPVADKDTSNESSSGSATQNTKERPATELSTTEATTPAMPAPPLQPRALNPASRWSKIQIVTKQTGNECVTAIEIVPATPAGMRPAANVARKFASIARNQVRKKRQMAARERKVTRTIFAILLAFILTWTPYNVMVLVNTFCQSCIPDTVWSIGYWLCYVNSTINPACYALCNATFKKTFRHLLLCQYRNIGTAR
CHRM5 PAM: human M5 muscarinic receptor positive allosteric modulators, primary screen, CHO-K1 cells, Fluo-8 calcium fluorescence; activation, % at 3 µM; CHO-K1 hM5, ACh EC20 PAM; 0% = ACh EC20, 100% = ACh EC100; actives 0.3% (n = 360,000); Muscarinic acetylcholine receptor M5 (Homo sapiens), P08912;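 active = activation above the run cutoff, the mean activation of all test compounds plus 3 SD, cut at about 18% in these data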
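Assay system: CHO-K1 hM5 cells. Also added: acetylcholine at EC20 concentration, added after compound. Dosing: 3 µM, single dose. Times: compound preincubation 140 s before EC20 acetylcholine addition. Signal: Fluo-8 calcium fluorescence. Measure: % activation relative to EC20 and EC100 ACh responses. Repeats: singlicate, one well per test compound.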
CRFBP-R2 block: antagonists of CRF-BP/CRF-R2 complex, primary screen, cell-based, HEK293, calcium dye fluorescence, uHTS. CRF-induced calcium fluorescence. actives 0.59% (n = 350,000). inhibition, % at 11.8 µM. AID 588475, 2011;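 active = inhibition of the ligand-induced calcium signal above about 50% at the single tested concentration, limit read from the data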
CHRM4 antagonist: human M4 muscarinic receptor antagonists, primary screen, CHO cells, Fluo-8 calcium fluorescence; CHO-hM4 cells, ACh EC80; Muscarinic acetylcholine receptor M4 (Homo sapiens), P08173; actives 0.73% (n = 360,000); AID 624125, 2012; inhibition, % at 3 µM;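 active = inhibition above its plate's cutoff, the mean inhibition of sample wells plus 3 SD, cut at about 27% in these data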;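 note: 0% = acetylcholine EC80 with DMSO and 100% = DMSO without agonist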
IDE cell inh: human IDE inhibitors in live cells, primary screen, fluorescence polarization, HEK cells, FAbetaB substrate. actives 0.41% (n = 320,000). Insulin-degrading enzyme (Homo sapiens), P14735. FAbetaB cleavage. inhibition, % at 5.59 µM;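 active = percent inhibition above the average of all tested compounds plus 3 SD, set per screening campaign, cut at about 16% in these data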;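 note: IDE supplied by intact live HEK cells; FP after avidin binding of uncleaved biotin substrate so inhibition keeps polarization high; 0% = DMSO wells and 100% = 60 µM reference IDE inhibitor Ii1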
M5 antag: human M5 muscarinic receptor antagonists, primary screen, CHO cells, Fluo-8 calcium fluorescence | inhibition, % at 3 µM | CHO-hM5 cells, ACh EC80 | actives 0.59% (n = 360,000) | Muscarinic acetylcholine receptor M5 (Homo sapiens), P08912 | AID 624040, 2012;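 active = inhibition above a per-plate cutoff, the mean of that plate's test compounds plus 3 SD, cut at about 27% in these data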;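 note: 0% = acetylcholine EC80 with DMSO and 100% = DMSO without agonist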
CHRM4 agonist: human M4 muscarinic receptor agonists, primary screen, CHO-K1 cells, Fluo-8 calcium fluorescence | Muscarinic acetylcholine receptor M4 (Homo sapiens), P08173 | CHO-K1 hM4/Gqi5; vehicle 0%, full acetylcholine response 100% | activation, % at 3 µM | actives 0.14% (n = 360,000);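 active = activation above the run mean over all test wells plus 3 SD, cut at about 32% in these data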;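 note: peak over basal fluorescence ratio per well then scaled between controls; 0% = DMSO wells and 100% = acetylcholine at EC100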
CRFR2-BP ag: agonists of CRF-BP/CRF-R2 complex, primary screen, cell-based, HEK293, calcium dye fluorescence, uHTS | CRF-binding protein / CRF receptor 2 complex (human) | calcium dye fluorescence (FLIPR); percent of saturating CRF peptide response | activation, % at 13.2 µM | actives 0.46% (n = 350,000) | AID 588473, 2011;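 active = activation of at least 50%, plus an integration ratio under a set limit after plate pattern correction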;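 note: plate controls were neutral control wells without compound for no effect and CRF at EC100 for full effect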
Numbers without * were called inactive; / = no result given.

Field names: A = M5 ag; B = CHRM4 PAM; C = CHRM5 PAM; D = CRFBP-R2 block; E = CHRM4 antagonist; F = IDE cell inh; G = M5 antag; H = CHRM4 agonist; I = CRFR2-BP ag
SMILES: COc1cccc(C2N(c3ccc(Cl)c(Cl)c3)C(=O)C3CCCN32)c1OC (stereo unspecified)
  A: -1	B: 7	C: 4	D: 1	E: -10	F: 3	G: -6	H: 2	I: -0.3

SMILES: COC(=O)c1cccc(NC(=O)c2ccc3c(c2)C(=O)N(Cc2cccnc2)C3=O)c1
  A: 1	B: -9	C: -12	D: 9	E: -7	F: -3	G: 12	H: 11	I: -1.0

SMILES: CCN(CC)CCNC(=O)c1ccc(N2CCCCC2)c(NS(=O)(=O)c2ccc(C)cc2)c1
  A: -5	B: 9	C: 1	D: -26	E: 7	F: -1	G: 3	H: 2	I: -2.6

SMILES: COc1ccc(Cl)cc1N(CC(=O)NC1CC2CCC1C2)S(=O)(=O)c1ccccc1 (stereo unspecified)
  A: -5	B: -8	C: -9	D: 7	E: -1	F: 0	G: 25	H: 4	I: 0.2

SMILES: CCOc1ccc(CCNC(=O)COC(=O)c2cccc(S(=O)(=O)N(C)C)c2)cc1OCC
  A: 2	B: 8	C: -5	D: 3	E: -6	F: /	G: 2	H: 2	I: -1.1

SMILES: COc1ccc(-n2c3c(c(=O)[nH]c2=O)C(C(F)(F)F)(C(F)(F)F)N=C(CC(C)C)N3)cc1
  A: 3	B: -5	C: 1	D: -19	E: 2	F: 4	G: -9	H: 0	I: -0.5

SMILES: O=C1NC(=NCc2ccccc2)NC1(c1ccccc1)c1ccccc1
  A: 0	B: 8	C: -1	D: 3	E: -11	F: /	G: 11	H: 0	I: 0.8

SMILES: COc1ccc(-n2sc3ccccc3c2=O)cc1
  A: 3	B: 6	C: -4	D: -1	E: 1	F: /	G: 7	H: 6	I: 5.5

SMILES: CN(C)CCN1CCN(C2CN(Cc3ccc(F)cc3)S(=O)(=O)C2)CC1 (stereo unspecified)
  A: -1	B: -2	C: -1	D: /	E: -1	F: /	G: 5	H: 2	I: /

SMILES: Cc1cccc(C)c1OCCNC(=O)C(=O)NCc1ccco1
  A: -2	B: -2	C: 3	D: -32	E: 7	F: 1	G: -2	H: 1	I: 1.2

SMILES: O=C(NCc1ccccc1)C1=C[C@@H](c2ccccc2)C[C@@H](OCCCCO)O1
  A: 3	B: 6	C: 6	D: 1	E: -13	F: 3	G: 10	H: 2	I: -0.9

SMILES: COc1ccc(-c2cc3ccccc3n2CC(O)CN2CCN(CCO)CC2)cc1 (stereo unspecified)
  A: 2	B: -3	C: -3	D: 4	E: 0	F: -3	G: -2	H: 3	I: 0.3

SMILES: Cc1cc(NC(=O)COC(=O)C2CCC2)no1
  A: -1	B: 3	C: -5	D: -3	E: -1	F: -6	G: 11	H: 1	I: -0.6

SMILES: Clc1ccc(N=C2SCCS2)cc1
  A: 0	B: -3	C: 1	D: 10	E: -5	F: -5	G: 0	H: 0	I: -3.6

SMILES: NC(=O)C1=C(N=C2CCCCC2)CCCC1
  A: 4	B: 7	C: -2	D: 7	E: -10	F: /	G: 15	H: 1	I: 0.2

SMILES: CN(C)CCCCOc1cccc(Br)c1
  A: -7	B: 1	C: -3	D: 3	E: 1	F: -1	G: -1	H: 1	I: -1.1

SMILES: O=C(c1cc(-c2ccc(F)cc2)on1)N1CCN(c2ccc(F)cc2)CC1
  A: -1	B: -2	C: -2	D: 0	E: -8	F: -3	G: 0	H: 1	I: -2.7

SMILES: CCCC[N+](CC#Cc1ccccc1)(CCCC)CCCS(=O)(=O)[O-]
  A: 1	B: 3	C: 3	D: -5	E: -12	F: 7	G: -10	H: 1	I: 0.6

SMILES: CCc1nnc(NS(=O)(=O)c2ccc(NC(=S)NC(=O)c3ccc(OC)cc3)cc2)s1
  A: -2	B: -4	C: -2	D: 37	E: -5	F: 0	G: -5	H: 0	I: 0.0

SMILES: CN(C)/C=C/C1=C([N+](=O)[O-])C(c2cccc([N+](=O)[O-])c2)NC(=O)N1 (stereo unspecified)
  A: 3	B: -1	C: 0	D: 18	E: -8	F: 0	G: -5	H: 1	I: -0.8

SMILES: COc1cc(OC)c2ccc(=O)oc2c1C(CCN1CCCC(C)C1)c1ccc2c(c1)OCO2 (stereo unspecified)
  A: -12	B: 3	C: 12	D: -6	E: -6	F: -2	G: 4	H: 1	I: -1.0

SMILES: Cc1cccc(OCC(=O)NCc2ccccc2)c1
  A: -4	B: 3	C: 4	D: 6	E: -7	F: 8	G: 4	H: 0	I: 0.4

SMILES: COc1ccc(CN=CC2=C(O)CNC2=O)cc1OC
  A: 2	B: 5	C: 1	D: -20	E: -1	F: 3	G: -7	H: 1	I: 0.0

SMILES: COCCn1c(SCc2nc3scc(-c4ccc(Cl)cc4)c3c(=O)[nH]2)nnc1-c1cccc(C)c1
  A: -7	B: -6	C: -2	D: 4	E: -1	F: 3	G: 5	H: 1	I: 4.1

SMILES: C(=N\N1CCN(c2ccccn2)CC1)/c1ccccn1
  A: -2	B: -10	C: -4	D: -8	E: -5	F: -2	G: 17	H: 1	I: 0.6

SMILES: Cc1c(Cl)cccc1NC(=S)Nc1ccc(S(=O)(=O)Nc2ncccn2)cc1
  A: -2	B: 7	C: 2	D: -1	E: 2	F: 0	G: 17	H: 1	I: -4.5

SMILES: O=C1c2nccnc2C(=O)N1c1ccc(C(F)(F)F)cc1
  A: -3	B: 9	C: 8	D: 5	E: -5	F: -5	G: 3	H: 3	I: -1.6

SMILES: O=C(O)c1cc2nccc(-c3ccc(F)cc3)n2n1
  A: -2	B: -3	C: -3	D: -2	E: -4	F: 6	G: 6	H: 1	I: -0.8

A different layout for 4 compounds above.
Every second line gives: M5 ag, CHRM4 PAM, CHRM5 PAM, CRFBP-R2 block, CHRM4 antagonist, IDE cell inh, M5 antag, CHRM4 agonist, CRFR2-BP ag
- CCc1nnc(NS(=O)(=O)c2ccc(NC(=S)NC(=O)c3ccc(OC)cc3)cc2)s1
  -2, -4, -2, 37, -5, 0, -5, 0, 0.0
- CN(C)/C=C/C1=C([N+](=O)[O-])C(c2cccc([N+](=O)[O-])c2)NC(=O)N1 (stereo unspecified)
  3, -1, 0, 18, -8, 0, -5, 1, -0.8
- COc1cc(OC)c2ccc(=O)oc2c1C(CCN1CCCC(C)C1)c1ccc2c(c1)OCO2 (stereo unspecified)
  -12, 3, 12, -6, -6, -2, 4, 1, -1.0
- Cc1cccc(OCC(=O)NCc2ccccc2)c1
  -4, 3, 4, 6, -7, 8, 4, 0, 0.4

Single values from above:
Clc1ccc(N=C2SCCS2)cc1 @ CHRM4 PAM: -3
Cc1cc(NC(=O)COC(=O)C2CCC2)no1 @ M5 ag: -1
